Assay outcomes: PubChem, several laboratories
MEKK3 PB1 HTS – MEKK3-MEK5 PB1 interaction, increase or decrease; bead-based flow cytometry, Alexa488-MEK5 binding to MEKK3; actives lie on both sides; 0 = blocked by unlabeled MEK5, 100 = vehicle; 290,000 tested, 1.4% active; Q99759; binding response (% of control), % at 10 µM;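 active means binding response more than 3 SD above or below the average of its plate-row segment, actives on both sides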;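 further: Alexa488 bead fluorescence after subtracting the streptavidin-only scavenger bead signal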
MEKK2mut PB1 HTS – signal of MEK5 binding to mutant human MEKK2 PB1 domain; bead flow cytometry, Alexa488-MEK5 binding to MEKK2 mutant; percent response, % at 10 µM; 290,000 tested, 0.35% active; AID 1530; in the data active means percent response above about 24%, passing the limit was not always enough; further: inactives centre near 1; some results filed as inactive read as strong as hits; reference of the scale not given here
GPR7 antagonist – antagonists of human GPR7 (neuropeptides B/W receptor 1); inhibition, % at 4.4 µM; GPR7-expressing cells, fluorescence antagonist assay; AID 1861; 290,000 tested, 1.1% active; in the data active means inhibition above about 16%, passing the limit was not always enough;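 further: cells stimulated with the agonist NPW; 0% = agonist with vehicle and 100% = vehicle without agonist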
Target sequence (P48145 whole entry, looked up): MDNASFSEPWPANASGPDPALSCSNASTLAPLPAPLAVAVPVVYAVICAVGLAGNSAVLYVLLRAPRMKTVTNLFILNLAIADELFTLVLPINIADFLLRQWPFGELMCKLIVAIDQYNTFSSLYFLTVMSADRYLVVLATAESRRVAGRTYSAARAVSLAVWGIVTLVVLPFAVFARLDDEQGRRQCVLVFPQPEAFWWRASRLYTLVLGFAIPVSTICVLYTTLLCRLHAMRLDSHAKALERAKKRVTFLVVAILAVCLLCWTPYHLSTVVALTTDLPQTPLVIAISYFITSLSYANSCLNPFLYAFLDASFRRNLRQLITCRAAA
GalR3 antag – antagonists of human GalR3 | HEK293 GalR3-CNG cAMP membrane potential fluorescence; galR3 body fused to GalR1 C-terminus | 360,000 tested, 0.44% active | O60755 | AID 651719 | inhibition, % at 3 µM;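 active means inhibition above the screen-wide average plus 3 SD, cut at about 13% in these data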;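 further: forskolin and galanin both at EC90 stimulate the cells; cAMP rise reported by CNG channel membrane potential dye signal; 0% = forskolin plus galanin with DMSO and 100% = forskolin alone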
Target sequence (O60755 1-299 limits assumed): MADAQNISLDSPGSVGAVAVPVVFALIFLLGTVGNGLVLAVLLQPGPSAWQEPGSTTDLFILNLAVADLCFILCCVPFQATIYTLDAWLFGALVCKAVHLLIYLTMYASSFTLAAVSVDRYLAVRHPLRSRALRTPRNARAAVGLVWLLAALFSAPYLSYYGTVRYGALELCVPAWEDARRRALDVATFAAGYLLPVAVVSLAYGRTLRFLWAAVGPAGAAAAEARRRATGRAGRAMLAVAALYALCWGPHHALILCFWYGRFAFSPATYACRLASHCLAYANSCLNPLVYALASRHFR
V1R ag counter – activates human V1a receptor in oxytocin agonist counter-screen | P37288 | CHO-V1R cells, Fluo-8 calcium fluorescence, agonist mode; 0% DMSO, 100% 3 nM vasopressin | activation, % at 3 µM | 320,000 tested, 0.25% active | AID 2797;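 active means activation above the mean activation of all tested compounds plus 3 SD, per screening run, cut at about 20% in these data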;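 further: signal is peak over basal fluorescence ratio across a 100 second FLIPR read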
Target sequence (P37288 whole entry, looked up): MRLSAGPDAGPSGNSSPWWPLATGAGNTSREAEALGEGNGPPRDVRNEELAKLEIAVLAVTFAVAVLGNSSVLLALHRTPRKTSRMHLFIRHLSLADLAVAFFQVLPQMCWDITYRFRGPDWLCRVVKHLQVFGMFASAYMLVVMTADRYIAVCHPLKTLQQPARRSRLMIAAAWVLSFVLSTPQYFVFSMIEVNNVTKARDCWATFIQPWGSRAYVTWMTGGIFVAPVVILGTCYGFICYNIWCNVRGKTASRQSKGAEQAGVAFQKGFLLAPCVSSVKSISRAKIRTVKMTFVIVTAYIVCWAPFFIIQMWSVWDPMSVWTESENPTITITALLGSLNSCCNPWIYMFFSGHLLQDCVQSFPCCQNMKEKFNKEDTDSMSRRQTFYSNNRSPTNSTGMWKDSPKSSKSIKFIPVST
OXTR ag – agonists of human oxytocin receptor; P30559; CHO-OTR cells, Fluo-8 calcium fluorescence; normalized: DMSO 0%, oxytocin 100%; activation, % at 3 µM; 320,000 tested, 0.32% active;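 active means activation above the mean of all tested compounds plus 3 SD, cutoff set per screening run, cut at about 20% in these data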;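 further: peak over basal fluorescence ratio from a 100 s FLIPR kinetic read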
MEKK2 WT-MEK5 – raises or lowers MEK5 binding to wildtype human MEKK2 PB1 domain; Q9Y2U5; bead flow cytometry, Alexa488-MEK5 binding to MEKK2 WT; actives lie on both sides; binding response (% of control), % at 10 µM; 290,000 tested, 1.1% active; AID 1531; in the data active means binding response below about 67% or above about 130%
PHOSPHO1 block – PHOSPHO1 (human) inhibition; recombinant PHOSPHO1, absorbance phosphatase assay; 290,000 tested, 1.1% active; Q8TCT1; inhibition, % at 13.3 µM; in the data active means inhibition above about 60%
NALP1 yeast inh – NALP1 inhibition; 280,000 tested, 0.61% active; S. cerevisiae NALP1/ASC/caspase-1 growth, X-gal OD620, 72 h; inhibition, % at 10 µM; in the data active means inhibition mostly above about 24%, no sharp cut-off; inactive means mostly below about 32%; further: some compounds called inactive have numbers as strong as hits
* marks the source's active call; other numbers are inactive results; nt = not tested or not shown.

The line under a structure holds: MEKK3 PB1 HTS	MEKK2mut PB1 HTS	GPR7 antagonist	GalR3 antag	V1R ag counter	OXTR ag	MEKK2 WT-MEK5	PHOSPHO1 block	NALP1 yeast inh
1. CN(Cc1ccccc1)C(NC(=O)c1ccccc1)C(Cl)(Cl)Cl (configuration not stated)
    100	2	-6	-1	0.9	0.0	96	9	-12
2. CC(=O)Nc1ccc(Nc2nc(Cl)nc(Nc3ccc(NC(C)=O)cc3)n2)cc1
    93	-9	5	0	-0.5	1.8	93	15	6
3. S=c1nc(-c2ccccc2)n(CCN2CCOCC2)c2c1CCCC2
    104	9	2	-2	1.1	1.8	108	11	0
4. Cc1cc(C(=O)N/N=C/c2ccc[nH]2)n[nH]1
    103	17	-2	-5	0.3	0.2	115	1	3
5. O=C(CCNC(=O)N1CC(=O)Nc2ccccc21)NCc1ccc(F)cc1
    102	2	-15	0	-0.2	-0.3	105	33	9
6. CC(/C=C/c1ccc(N(C)C)cc1)=N\N=C1\NC(=O)CC(C(=O)Nc2ccccc2)S1 (configuration not stated)
    91	-5	0	-5	1.9	1.6	78	-24	18
7. O=C(Nc1ccc(Cl)cn1)C1CCN(c2ncnc3c2nc2n3CCCCC2)CC1
    103	-6	7	-11	4.0	0.4	99	22	22
8. COc1cccc(/C=N/NC(=O)CCc2c(C)n[nH]c2C)c1O
    99	11	-17	-4	-1.2	0.2	97	37	10
9. O=C(N/N=C/c1cccc(O)c1)c1ccc(COc2cccc3cccnc23)cc1
    108	2	-16	-3	1.4	-0.2	102	16	0
10. O=C(N/N=C/c1ccc(Cl)cc1Cl)c1cccc(F)c1
    nt	nt	-6	-9	-1.4	-1.4	nt	30	-4
11. Cc1cc2oc(=O)ccc2cc1[N+](=O)[O-]
    101	4	1	-5	0.9	-0.7	103	-19	15
12. Clc1ccc(Oc2cccc(/C=N/n3cnnc3)c2)cc1
    105	1	-2	0	4.9	3.4	99	-4	15
13. O=[N+]([O-])c1ccc(Nc2c3ccccc3nc3ccccc23)cc1
    105	-9	-5	-1	nt	nt	99	-12	-8
14. Cc1nnc(NC2=NCCC2)s1
    103	3	1	2	0.5	0.0	110	-11	-6
15. O=C(CN1C(=O)S/C(=C\c2cccs2)C1=O)Nc1ccc(C(=O)O)c(O)c1
    98	-4	10	-8	-0.5	-0.5	97	38	21
16. Cc1cc2cc(C)c3nnc(SCC(=O)N4CCN(C(=O)c5ccco5)CC4)n3c2cc1C
    107	8	-4	-8	-0.8	-1.9	103	nt	nt
17. C=CCc1c(O)c(CC)cc2c(C)cc(=O)oc12
    101	-3	-3	-3	-1.1	-0.5	102	27	nt
18. O=C(CN1CCCCCC1)Nc1ccc(S(=O)(=O)N2CCOCC2)cc1
    99	-12	2	-1	0.4	1.3	97	-25	3
19. O=C(CNC(=O)c1nc[nH]c1C(=O)N1CCc2ccccc2C1)OCc1ccccc1
    105	4	-11	-1	-0.6	2.8	107	4	14
20. COc1ccc(OC2CCN(S(=O)(=O)c3ccc(OC)cc3)CC2)cc1
    103	-3	34	-7	6.2	4.0	100	29	27
21. CN(C)Cc1c(C(=O)N/N=C/c2ccco2)nnn1-c1nonc1N
    104	-2	-10	-7	1.0	0.8	101	-1	3
22. CCOC(=O)Cc1csc(NC(=O)C(C)c2ccc([N+](=O)[O-])cc2)n1 (configuration not stated)
    73	-18	74*	-6	26*	27*	68	28	16
23. Clc1ccc(CSc2nc3ccncc3[nH]2)cc1
    104	7	-15	nt	3.5	1.3	107	3	-2
24. O=C(N/C(=N\O)c1ccccc1)Nc1ccc(Cl)cc1
    100	17	-6	-4	3.7	3.2	104	14	22
25. CCOC(=O)C(=O)C1=CN(Cc2ccccc2)C=C(C#N)C1
    104	1	-12	-8	1.3	0.6	97	16	14
26. COc1ccc(CCc2nnc(CCC(=O)NCc3cnn(-c4ccccc4C)c3)o2)cc1
    89	-13	-8	-3	1.4	-0.1	87	23	1
27. COc1cc2c(c(OC)c1)C(c1cccc(OC)c1OC)CC(=O)N2 (configuration not stated)
    110	13	13	2	-0.2	-0.5	108	6	9
28. C=CCN1C(=O)CSc2ccc(C(=O)NC3CCCCC3)cc21
    102	-1	-1	-9	0.9	-0.8	105	1	-33
29. COc1ccccc1/C=N/NS(=O)(=O)c1ccccc1
    100	-2	1	-3	-1.2	1.8	99	15	13
30. CCN(CC)CCNC(=O)c1cn(CC)c2ccc(S(=O)(=O)N(C)C3CCCCC3)cc2c1=O
    103	3	-11	5	-0.2	0.3	104	2	17
31. CC(C)(C)c1ccc(S(=O)(=O)N2CCN(CCC#N)CC2)cc1
    88	-10	14	-2	2.1	1.4	94	14	25
32. CCOc1ccc(Cl)cc1/C=C1/C(=O)ON=C1C
    109	5	6	-10	1.5	0.1	108	29	30
33. CCCN1C(=O)/C(=C/c2ccc(C)s2)NC1=S
    99	2	2	-6	0.3	-1.8	96	-4	0
34. Cc1cccc(-n2nnnc2SCn2nnc3ccccc3c2=O)c1
    76	-2	-12	-3	5.8	7.8	103	nt	nt
35. Cc1cc(-n2c(C)cc(C(=O)CN3C(=O)NC4(CCCCC4C)C3=O)c2C)no1 (configuration not stated)
    90	-7	-10	-1	0.7	0.2	96	32	-6
36. Cc1ccc(COc2ccc(Br)cc2/C=N/O)cc1
    104	1	2	-7	0.2	-0.8	99	22	17
37. Cc1c(S(=O)(=O)Nc2ccc3c(c2)OCCO3)cnn1C
    103	0	-7	-4	0.2	0.8	98	-25	-5
38. CCOC(=O)c1c(C)n(-c2ccc(OC)cc2)c2ccc(O)c(CN(C)C)c12
    100	15	5	-16	4.0	4.8	117	-17	nt
39. Cc1ccc(OCC(=O)Nc2ccc3c(c2)C(=O)N(CCC(=O)O)C3=O)cc1
    101	4	-9	-1	1.6	1.1	102	12	2
40. COCCCNC(=O)/C(C#N)=C/c1c(N2CCN(c3ccccc3)CC2)nc2ccccn2c1=O
    104	5	7	-8	4.3	-0.6	103	20	20
41. CCOC(=O)C1CCCN(C(=O)CNC(=O)c2nn(-c3ccc(OC)c(Cl)c3)c(=O)c3ccccc23)C1 (configuration not stated)
    103	6	-8	-8	-1.8	-2.4	101	40	4
42. COc1ccc2nc(NC(=O)Nc3cccc4ccccc34)sc2c1
    109	0	-8	-7	-0.2	0.0	110	16	16
43. COCCSc1nc2c(c(=O)[nH]c(=O)n2C)n1Cc1cccc(C)c1
    97	5	-2	-1	0.4	-0.1	99	12	15
44. Cc1ccc(CN2CCC(CNC(=O)c3ccc(NC(=O)C4=CSCCO4)cc3)CC2)cc1
    101	6	-6	-8	3.2	4.2	120	15	20
45. CCOC(=O)c1c(C)oc2c1c(C=NCc1ccccn1)c(O)c1ccccc12
    nt	nt	-6	1	nt	nt	nt	37	-6
46. COCCN(CCNC(=O)c1ccc(NC2=NC3CS(=O)(=O)CC3S2)cc1)Cc1ccco1 (configuration not stated)
    100	6	-6	nt	-0.5	-0.1	102	-30	17
47. O=C(Cc1cccs1)NC(Cc1c[nH]c2ccccc12)C(=O)O (configuration not stated)
    101	9	-4	-8	0.7	0.5	102	36	2
48. O=C(N/N=C/c1ccco1)c1cc(C2CC2)[nH]n1
    105	1	-13	-6	0.6	-1.3	104	12	0
49. O=C(Nc1ccnn1C1CCN(C(=O)Cc2cccc(Cl)c2)CC1)C1CC1
    98	-6	-10	-4	0.1	0.8	97	26	8
50. CSc1cccc(N2C(=O)C3CCCN3C2=S)c1 (configuration not stated)
    101	-1	-7	-6	-0.1	1.1	101	20	4

Three entries already listed, sorted by the value under PHOSPHO1 block, lowest first:
cpd	SMILES	MEKK3 PB1 HTS	MEKK2mut PB1 HTS	GPR7 antagonist	GalR3 antag	MEKK2 WT-MEK5	PHOSPHO1 block	NALP1 yeast inh
50	CSc1cccc(N2C(=O)C3CCCN3C2=S)c1 (configuration not stated)	101	-1	-7	-6	101	20	4
47	O=C(Cc1cccs1)NC(Cc1c[nH]c2ccccc12)C(=O)O (configuration not stated)	101	9	-4	-8	102	36	2
41	CCOC(=O)C1CCCN(C(=O)CNC(=O)c2nn(-c3ccc(OC)c(Cl)c3)c(=O)c3ccccc23)C1 (configuration not stated)	103	6	-8	-8	101	40	4

Further structures.
The line under a structure holds: MEKK3 PB1 HTS	MEKK2mut PB1 HTS	GPR7 antagonist	GalR3 antag	V1R ag counter	OXTR ag	MEKK2 WT-MEK5	PHOSPHO1 block	NALP1 yeast inh
51. CCOc1ccc(NC(=O)CSc2nnc(-c3ccco3)n2C)cc1
    102	0	-11	-3	-0.8	-1.0	99	-8	-3
52. C=CCc1ccccc1OCC(O)CN1CCN(c2ccccc2F)CC1 (configuration not stated)
    96	5	-12	1	1.0	0.6	102	-1	6
53. CCCS/C(N)=N/N=C/c1cc(C)ccc1O
    106	4	1	-5	-0.2	-0.6	102	3	-2
54. O=C(CSc1nc2ccccc2c(=O)[nH]1)Nc1cccc([N+](=O)[O-])c1
    104	2	2	-1	0.9	-0.3	105	21	19
55. Cc1c(Cl)cccc1NC(=O)Nc1ccc(C(N)=O)cc1
    99	-11	-5	-4	0.7	0.1	93	-26	14
56. Cc1c(C(=O)N/N=C/c2ccc(-c3ccccc3[N+](=O)[O-])o2)sc(N)c1C#N
    99	15	-10	-1	1.3	-1.5	103	-25	13
57. COCC1CCN(C(=O)C2CCC(=O)N(C3CCCCCC3)C2)CC1 (configuration not stated)
    104	-2	3	-5	nt	nt	103	32	-5
58. Cc1cccc(C=Nc2ccccc2C(N)=O)c1
    101	7	-2	-8	-0.2	-0.1	103	9	14
59. COCc1c(C(=O)NC(C)c2ccc(S(N)(=O)=O)cc2)oc2ccccc12 (configuration not stated)
    100	-4	-1	-4	-0.3	0.4	99	22	8
60. Cc1ccc(NC(=O)Cc2n[nH]c(=S)n2C)cc1
    111	-8	-7	-1	1.0	0.4	100	-5	-13
61. CC(c1ccccc1)N1CNc2c(c(=O)n(C)c(=O)n2C)C1 (configuration not stated)
    97	5	-14	0	0.9	0.4	102	-11	-19
62. COc1ccc(Cc2n[nH]c(=O)c3ccccc23)cc1OC
    98	-5	-1	-1	0.7	0.8	100	18	-8
63. CN(Cc1ccccc1)S(=O)(=O)c1ccc2[nH]c(=O)ccc2c1
    100	-2	-11	nt	0.2	0.7	100	18	3
64. CS(=O)(=O)N(CC(=O)N/N=C/c1cc2c(cc1Br)OCO2)c1ccccc1Br
    nt	nt	0	-8	8.4	1.1	nt	19	-2
65. Cc1ccnc(SCCn2c(N3CCC(C)CC3)nc3c2c(=O)n(C)c(=O)n3C)n1
    94	2	-4	-7	-0.3	-0.3	100	nt	nt
66. O=C(O)CCC(=O)Nc1ccc(OCC(=O)O)cc1
    99	-8	-10	-5	0.6	0.1	94	-1	21
67. CN1CCN(C(=O)c2cn(-c3ccccc3)nc2-c2cccnc2)CC1
    107	5	4	1	-0.3	0.4	106	8	6
68. Cc1ccc(C(CNC(=O)Nc2ccccc2)N2CCN(C)CC2)cc1 (configuration not stated)
    99	3	-11	-9	0.0	0.7	101	29	21
69. COc1nc(-c2ccncc2)nc2ccccc12
    107	3	-5	-4	-1.6	-1.9	107	24	7
70. COc1cc(C(=O)O)ccc1OCC(=O)N1CCOCC1
    98	4	-5	-6	-0.1	-0.4	96	11	-4
71. CCOc1ccccc1OCC(=O)NNC(=O)Cn1cnc2c1c(=O)n(C)c(=O)n2C
    99	-1	-11	12	-0.8	0.0	98	32	1
72. CC(C)c1onc(C(=O)N2CCN(C(c3ccccc3)c3ccccc3)CC2)c1[N+](=O)[O-]
    102	-5	-11	-2	0.7	-1.1	98	-11	26
73. O=C(Nc1ccnn1C1CCN(Cc2cccnc2)CC1)c1ccccc1Cl
    104	8	-16	-2	0.6	0.2	110	18	1
74. CC(=O)N1CCCN(Cc2nc(C3(c4ccc(C)cc4)CCCC3)no2)CC1
    106	5	-16	-1	-0.8	1.1	108	54	8
75. COc1ccc(NC(C)=O)cc1C#N
    114	0	1	-2	0.4	1.4	109	35	-3
